XiGFP reactiv: activators of X-chromosome reactivation in mouse fibroblasts | XiGFP mouse fibroblasts, % GFP-positive cells imaging, 3 d; cells co-treated with 5-aza-dC sensitizer; scaled so ellipticine positive control = 100% | activation, % at 7.58 µM | 360,000 tested, 0.055% active;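 active means mean normalized replicate activation at least 10% and every replicate at or above 10%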;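 further: 0% = median of on-plate neutral control wells and 100% = ellipticine 6 µM median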
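Schedule: 3 d treatment, 15 min room-temperature fixation; system: 68-5-11 XiGFP fibroblast line; buffer or medium: DMEM plus 5-aza-dC sensitizer; control set: ellipticine 6 µM positive control; compound: one concentration, pinned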
esBAF inh: blocks esBAF chromatin remodeling in mouse ES cells; Bmi1-luciferase knock-in reporter, 24 h; 100% = twice the neutral-well signal; 350,000 tested, 2% active; reporter increase, % at 12.5 µM; in the data active means activation above about 40%;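 further: 0% = median of the plate's neutral control wells and 100% = double that signal; a rise in the Bmi1 reporter signal indicates esBAF inhibition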
FN deposition inh: fibronectin deposition inhibition; 350,000 tested, 0.086% active; AH1F fibroblasts, Alexa488-fibronectin deposition fluorescence, overnight; inhibition, % at 12.6 µM;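 active means mean inhibition across replicates of 30% or more, regardless of how many single replicates reach that level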;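 further: positive control wells lacked labelled fibronectin entirely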
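Material – AH1F fibroblast monolayer, labelled fibronectin deposition · Reagent – labelled fibronectin 24 nM · Timing – 1 h adhesion, overnight exposure · Measured by – fluorescence at 485 nm excitation, 525 nm emission · Read-out – inhibition of fibronectin deposition signal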
RAD54 branch: blocks human RAD54 Holliday junction branch migration; inhibition, % at 10.4 µM; FAM/BHQ fluorescence; 360,000 tested, 0.14% active; Q92698;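 active means mean normalized replicate activity at least 40 and at least half of replicates scoring 40 or more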;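 further: 0% = median of neutral control wells and 100% = median of positive control wells; inhibitors cause a drop in the FAM fluorescence signal; in these data hits start at about 50%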
Target sequence (Q92698 whole entry, looked up): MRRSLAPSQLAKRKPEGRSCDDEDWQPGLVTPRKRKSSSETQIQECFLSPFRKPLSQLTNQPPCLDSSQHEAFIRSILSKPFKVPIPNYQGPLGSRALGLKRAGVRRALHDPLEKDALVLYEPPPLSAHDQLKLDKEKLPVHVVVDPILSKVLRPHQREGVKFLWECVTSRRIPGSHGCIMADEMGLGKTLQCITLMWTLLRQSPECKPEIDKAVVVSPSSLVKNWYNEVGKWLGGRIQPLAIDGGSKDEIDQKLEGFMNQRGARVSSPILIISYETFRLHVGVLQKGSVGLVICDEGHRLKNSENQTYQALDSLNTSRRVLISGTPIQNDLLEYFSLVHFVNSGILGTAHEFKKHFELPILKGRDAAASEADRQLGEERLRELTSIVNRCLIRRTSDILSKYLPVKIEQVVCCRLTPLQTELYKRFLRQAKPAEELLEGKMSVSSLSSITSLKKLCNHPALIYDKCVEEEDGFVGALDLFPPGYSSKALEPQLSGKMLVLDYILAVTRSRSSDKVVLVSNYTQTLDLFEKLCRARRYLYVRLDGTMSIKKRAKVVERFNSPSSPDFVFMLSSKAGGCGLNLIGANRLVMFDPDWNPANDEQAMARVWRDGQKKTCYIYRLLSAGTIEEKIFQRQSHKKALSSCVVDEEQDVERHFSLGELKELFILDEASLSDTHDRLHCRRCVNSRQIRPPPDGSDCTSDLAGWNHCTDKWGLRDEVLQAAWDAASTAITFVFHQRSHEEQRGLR
Numbers without * were called inactive; . = not tested or not shown. The list is partial; count on the stated rates, not on these rows.

Keys – A = XiGFP reactiv; B = esBAF inh; C = FN deposition inh; D = RAD54 branch
> C=CCn1c(=N)c(C(=O)NCCCOC)cc2c(=O)n3ccccc3nc21
  A: . | B: . | C: 1 | D: 15

> O=C(CCS(=O)(=O)c1cccc2nonc12)Nc1cccc2c1CCCC2
  A: . | B: . | C: -3 | D: 5

> Cc1occc1-c1nnc(SCC(=O)NC(=O)NC(C)C)n1N
  A: . | B: . | C: -5 | D: -2

> CCOc1ccc(C2c3cc(OC)c(OC)cc3CC(=O)N2c2ccc(OC)cc2)cc1 (centres undefined)
  A: . | B: . | C: 11 | D: -7

> CCOC(=O)Cc1csc(NC(=O)CCCCCN2C(=O)c3cccc4cccc(c34)C2=O)n1
  A: . | B: . | C: 8 | D: 6

> Cn1c(=O)n(-c2ccc(Cl)cc2)c(=O)c2c3c(sc21)COC(C)(C)C3
  A: . | B: . | C: 11 | D: 2

> CN1C2C=C3C(C#N)=C(N)C(C#N)(C#N)C(c4ccc(Br)cc4)C3C1CC2 (centres undefined)
  A: . | B: . | C: 11 | D: -11

> CC(=O)c1cc2cc(O)ccc2o1
  A: . | B: . | C: -16 | D: -2

> CC1C(c2ccccc2)=[N+]([O-])C2(CCCC2)N1O (centres undefined)
  A: . | B: . | C: -6 | D: 4

> Cc1cc(C)c(S(=O)(=O)c2ccccc2C(=O)O)c(C)c1
  A: . | B: . | C: -2 | D: 4

> COc1ccc(-n2nc(C(=O)NCC(=O)NCC3CCCO3)c3ccccc3c2=O)cc1Cl (centres undefined)
  A: . | B: . | C: 5 | D: 9

> CNc1oc(-c2ccc(Cl)cc2)nc1P(=O)(c1ccccc1)c1ccccc1
  A: . | B: . | C: -6 | D: -6

> COc1oc(-c2ccccc2C)nc1C(F)(F)F
  A: . | B: . | C: -2 | D: -4

> Cc1ccc(-c2nnn(Cc3nc(N)nc(N4CCOCC4)n3)n2)cc1
  A: . | B: . | C: 7 | D: -9

> O=C(COC(=O)C1=COCCO1)Nc1cccc(Oc2ccccc2)c1
  A: . | B: . | C: 6 | D: -12

> COCC(=O)N1CCC(n2nnc3cc(F)ccc32)CC1
  A: . | B: . | C: -6 | D: -7

> O=C(NCC(=O)N(Cc1ccco1)C(C(=O)NC1CCCC1)c1cccnc1)c1cccs1 (centres undefined)
  A: . | B: . | C: 4 | D: 8

> CN1CC=C2C(C#N)=C(N)C(C#N)(C#N)C(Cc3ccccc3)C2C1 (centres undefined)
  A: . | B: . | C: 5 | D: -34

> Cc1ccccc1OCc1nc2c3c(ncn2n1)-c1ccccc1CC31CCCC1
  A: 0.0 | B: -1 | C: . | D: .

> COc1cccc(Oc2ccc(C(F)(F)F)cc2NC(=O)c2cccc(F)c2)c1
  A: 0.0 | B: -6 | C: . | D: .

Of the compounds above, 6 have sulfur:
Keys – A = XiGFP reactiv; B = esBAF inh; C = FN deposition inh; D = RAD54 branch
> O=C(CCS(=O)(=O)c1cccc2nonc12)Nc1cccc2c1CCCC2
  A: . | B: . | C: -3 | D: 5

> Cc1occc1-c1nnc(SCC(=O)NC(=O)NC(C)C)n1N
  A: . | B: . | C: -5 | D: -2

> CCOC(=O)Cc1csc(NC(=O)CCCCCN2C(=O)c3cccc4cccc(c34)C2=O)n1
  A: . | B: . | C: 8 | D: 6

> Cn1c(=O)n(-c2ccc(Cl)cc2)c(=O)c2c3c(sc21)COC(C)(C)C3
  A: . | B: . | C: 11 | D: 2

> Cc1cc(C)c(S(=O)(=O)c2ccccc2C(=O)O)c(C)c1
  A: . | B: . | C: -2 | D: 4

> O=C(NCC(=O)N(Cc1ccco1)C(C(=O)NC1CCCC1)c1cccnc1)c1cccs1 (centres undefined)
  A: . | B: . | C: 4 | D: 8

(listing goes on)
Keys – A = XiGFP reactiv; B = esBAF inh; C = FN deposition inh; D = RAD54 branch
> COC(=O)/C(=N/Nc1cccc(C)c1)N1CCCc2ccccc21
  A: -0.1 | B: 8 | C: . | D: .

> Cc1ccc(-n2nc(C)c(C(C)(O)C(F)(F)F)c2N)cc1 (centres undefined)
  A: 0.0 | B: -3 | C: . | D: .

> O=C(O)CC1SC(=O)N(Cc2ccccc2)C1=O (centres undefined)
  A: . | B: 4 | C: 6 | D: .

> Cc1nn(C)cc1C=NCCOCc1ccccc1
  A: . | B: -8 | C: -4 | D: .

> O=c1oc2c3c4c(cc2c(C(F)(F)F)c1CCN1CCOCC1)CCCN4CCC3
  A: . | B: 6 | C: -4 | D: .

> CCCSc1nc(O)c(C2OC(=O)c3c2ccc(OC)c3OC)c(=O)n1C (centres undefined)
  A: . | B: 0 | C: 8 | D: .

> CCOc1cccc(N2C(=O)CC(N3CCN(c4ccc(S(=O)(=O)CC)cc4)CC3)C2=O)c1 (centres undefined)
  A: . | B: -1 | C: 11 | D: .

> CCOc1ccccc1Nc1nc(N)nc(CSc2nncn2C)n1
  A: . | B: -9 | C: 0 | D: .

> O=C(NCCc1ccc(Cl)cc1)C1CCN(S(=O)(=O)c2ccc(-n3cnnn3)cc2)CC1
  A: . | B: 7 | C: -4 | D: .

> O=C(CCS(=O)(=O)c1cccc2nsnc12)NCc1ccccc1Cl
  A: . | B: -7 | C: -8 | D: .

> CCOC(CNC(=O)CCc1c(C)nc2ncnn2c1C)OCC
  A: . | B: -4 | C: -3 | D: .

> CCNC(=O)N1CCOCC1
  A: . | B: 5 | C: -1 | D: .

> COc1ccc(OC)c(N2C(=O)C(Cl)=C(N3CCCCC3)C2=O)c1
  A: . | B: -3 | C: 8 | D: .

> CC1CCN(c2ccc(/C=N/n3nnnc3N)cc2[N+](=O)[O-])CC1
  A: . | B: 17 | C: 13 | D: .

> CC(C)(C)n1[nH]c2c3c(ccc2c1=O)C(=O)c1ccccc1C3=O
  A: . | B: -12 | C: -7 | D: .

> OCc1ccccc1NC(=S)Nc1cccnc1
  A: . | B: -10 | C: 3 | D: .

> Clc1ccc(Cl)c(-c2ccc(/C=N/c3ncn[nH]3)o2)c1
  A: . | B: 2 | C: 4 | D: .

> CC(C)c1ccc(-c2nn(-c3ccccc3)cc2C2C(C#N)=C(N)OC3=C2C(=O)CC(C)(C)C3)cc1 (centres undefined)
  A: . | B: 52* | C: 1 | D: .

> CCOc1ccccc1NC(=O)Nc1c(C)n(-c2ccccc2)c(=O)n1C
  A: . | B: -4 | C: -9 | D: .

> CC(C)Oc1ccc(CNCC2(O)CCOC(C)(C)C2)cc1 (centres undefined)
  A: . | B: -5 | C: -3 | D: .

> Cc1ccc(S(=O)(=O)N2CCN(S(=O)(=O)N3CCCCC3)CC2)cc1
  A: . | B: 2 | C: 11 | D: .

> O=C(NC(=S)Nc1nc(-c2ccc(Br)cc2)cs1)c1cccnc1
  A: . | B: 11 | C: 2 | D: .

> Cc1ccc(S(=O)(=O)CC(=O)N2CCCCCC2)cc1
  A: . | B: 16 | C: -7 | D: .

> Cc1cc2c(c(=O)n1Cc1ccccn1)C(C(C)C)C(C#N)=C(N)O2 (centres undefined)
  A: . | B: 2 | C: -3 | D: .

> CC(NC(=O)Cc1cccs1)c1ccncc1 (centres undefined)
  A: . | B: -7 | C: -17 | D: .

> CCOC(=O)c1c(NC(=O)c2cc(C(C)C)on2)sc(C(C)=O)c1C
  A: . | B: 3 | C: -2 | D: .

> COC(=O)c1c(NC(=O)CSc2nnc(-c3ccco3)n2C)sc(C)c1C
  A: . | B: 3 | C: -7 | D: .

> O=C(NCc1ccccc1)N[C@@H](Cc1ccccc1)C(=O)O
  A: . | B: -3 | C: -5 | D: .

> Cc1nc(NC(=O)CN(C)S(=O)(=O)c2ccc(Br)cc2)sc1C
  A: . | B: 3 | C: 9 | D: .

> CC(CNC(=O)CC(C)(C)C)NC(=O)CC(C)(C)C (centres undefined)
  A: . | B: -2 | C: 2 | D: .

> Cc1nc2ccc(CCO)cc2s1
  A: . | B: 8 | C: -4 | D: .

> CCCc1nnc(SCC(=O)N2CCCCC2C)n1CCCOC (centres undefined)
  A: . | B: -5 | C: -2 | D: .

> CC(/C=C/c1ccccc1)=N/NC(=O)c1cnccn1
  A: . | B: 17 | C: -10 | D: .

> OCc1nc(CO)n(Cc2ccccc2)n1
  A: . | B: -5 | C: 0 | D: .

> N#Cc1cc(-c2ccccc2)c[nH]c1=O
  A: . | B: 16 | C: -7 | D: .

> Cc1cc(-c2ccccc2)nc(=O)[nH]1
  A: . | B: -3 | C: -2 | D: .

> COc1ccc(-c2nnn(CC(=O)N(CC(=O)NCCC(C)C)Cc3cccs3)n2)cc1OC
  A: . | B: 0 | C: -3 | D: .

> COc1cccc(-c2nn(C)c3sc(C(=O)NCc4ccc(C)cc4)cc23)c1
  A: . | B: 6 | C: -8 | D: .

> O=C(Nc1ccccc1)Nc1ccc(C(=O)N2CCOCC2)cc1
  A: . | B: 1 | C: 2 | D: .

> CCOc1ccc(Nc2oc(-c3cccc(Cl)c3)nc2C#N)cc1
  A: . | B: 2 | C: 12 | D: .

> CCCCCCn1c(SCC(=O)Nc2cc(C)on2)nc2ccccc2c1=O
  A: . | B: -2 | C: 4 | D: .

> C(=C\c1ccccc1)/CN1CCN(c2ncnc3c2oc2ccccc23)CC1
  A: . | B: 9 | C: 19 | D: .

> N#C/C(=C\c1cccs1)C(=O)NCC1CCCO1 (centres undefined)
  A: . | B: 18 | C: -1 | D: .

> CCCN=CC1=C(O)CC(c2ccccc2)CC1=O (centres undefined)
  A: . | B: -7 | C: -2 | D: .

> Cc1cc(NS(=O)(=O)c2ccc(NC(=O)Nc3ccc4c(c3)OCO4)cc2)no1
  A: . | B: 42* | C: 1 | D: .

> CC(=O)Nc1ccc(S(=O)(=O)N2CCN(C(=O)Cc3ccccc3)CC2)cc1
  A: . | B: 5 | C: 2 | D: .

> CCCOc1cc(C)c(S(=O)(=O)n2nnc3ccccc32)cc1C
  A: . | B: -4 | C: -5 | D: .

> COc1ccc(CNC(=O)Cn2cnc3c(=O)n(C)c(=O)n(C)c32)cc1
  A: . | B: -18 | C: -1 | D: .

> OC(CN1CCCCC1)CN1CCCCC1
  A: . | B: -9 | C: 3 | D: .

> CCCc1[nH]nc2c1C1(CCN(C(=O)OCc3ccccc3)CC1)C(C#N)=C(N)O2
  A: . | B: -3 | C: 0 | D: .

(listing goes on)
Keys – A = XiGFP reactiv; B = esBAF inh; C = FN deposition inh; D = RAD54 branch
> C/C(=N\NC(=O)CSCc1ccccc1Cl)c1cccc(NC(=O)c2ccccc2)c1
  A: . | B: 1 | C: -6 | D: .

> COc1cc(OC)cc(-c2nnc(SCc3cccc(C(=O)O)c3)o2)c1
  A: . | B: -5 | C: -1 | D: .

> COCCN(C(=O)C(C)C)c1nnc(-c2ccc(C)cc2)s1
  A: . | B: 13 | C: 2 | D: .

> COc1cccc(C2C(C(=O)c3cccs3)=C(O)C(=O)N2CCN(C)C)c1OC (centres undefined)
  A: . | B: 0 | C: 0 | D: .

> COc1ccc2nc(SCC(=O)NC(C)C)[nH]c2c1
  A: . | B: -1 | C: -7 | D: .

> CC(/C=N/n1cnnc1)=C\c1ccccc1
  A: . | B: -4 | C: 0 | D: .

> OC(CNCC1CCCO1)Cn1c2ccc(Br)cc2c2cc(Br)ccc21 (centres undefined)
  A: . | B: 6 | C: -6 | D: .

> O=C(Cn1cc([N+](=O)[O-])cn1)Nc1ccccn1
  A: . | B: -3 | C: -3 | D: .

> O=C(c1cccs1)n1nc(-c2ccccc2)nc1NCc1ccc(F)cc1
  A: . | B: 6 | C: -2 | D: .

> CCN(CC)c1ccc(N=Cc2ccc(N(CC)CC)cc2O)cc1
  A: . | B: -16 | C: 2 | D: .

> COC(=O)c1sc(N2C(=O)C(O)=C(C(=O)c3ccc(C)o3)C2c2ccc(F)cc2)nc1C (centres undefined)
  A: . | B: 12 | C: -9 | D: .

> O=C(Nc1ccccc1C(F)(F)F)c1cc(S(=O)(=O)N2CCC3(CC2)OCCO3)ccc1F
  A: . | B: -7 | C: -2 | D: .

> CCOc1ccccc1C1CC(=O)NC(SCC)=C1C#N (centres undefined)
  A: . | B: -1 | C: -2 | D: .

> COc1ccc(Cl)cc1N/C(N)=N/c1nc(CSc2ccc(C)cc2)cc(=O)[nH]1
  A: . | B: -1 | C: -4 | D: .

> CCOc1ccc2nc(SCC)[nH]c2c1
  A: . | B: 22 | C: 6 | D: .

> CCCCn1cnc2sc3c(c2c1=N)CCCC3
  A: . | B: 3 | C: -3 | D: .

> COc1ccc(CCn2c(Br)nc3c2c(=O)[nH]c(=O)n3C)cc1
  A: . | B: -5 | C: 10 | D: .

> CC(C)(C)SCCNS(=O)(=O)c1ccc2ccccc2c1
  A: . | B: -14 | C: 8 | D: .

> O=C(Nc1cccc2ncccc12)c1ccc(-c2ccc(Br)cc2)o1
  A: . | B: -1 | C: 0 | D: .

> Cn1c2ccccc2c2c(C(=O)N3CCN(C(=O)c4ccco4)CC3)cn(C3CCCCC3)c(=O)c21
  A: . | B: 22 | C: 6 | D: .

> CCS(=O)(=O)n1nc(-c2ccco2)nc1SC
  A: . | B: 9 | C: 1 | D: .

> COc1ccc(CC(C)N2CCN(c3ccccc3)CC2)cc1OC (centres undefined)
  A: . | B: -5 | C: -15 | D: .

Source: PubChem (Broad Institute)
